Bioassay records: PubChem, several laboratories
Rpn11 block = Rpn11 (human) deubiquitinase inhibition; calls only at 20 µM; human 26S proteasome, Ub4-pepOG fluorescence polarization; 20S core pre-blocked with epoxomicin; 0.59% of 360,000 active; AID 588493;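 active = inhibition at 20 µM, scaled to each plate's controls, above about 33%, limit read from the data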
CSN deneddyl inh = inhibitors of human CSN-mediated cullin deneddylation | 0.38% of 360,000 active | Q92905 | Purified CSN, SCF-Nedd8-OG deneddylation, fluorescence polarization | inhibition, % at 12.5 µM;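 active = pattern-corrected inhibition above about 35%, with an unprinted fluorescence ratio check between 0.5 and 1.5, limit read from the data, passing the limit was not always enough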;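 also: 0% = enzyme with substrate and 100% = substrate without enzyme; some results filed as inactive read as strong as hits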
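Assay system: purified human Csn5 enzyme expressed in HEK293T cells; Input: 0.24 nM Csn5 enzyme, final concentration; Reagent: 10 nM SCFSkp2-Nedd8OG; Compound dosing: 12.5 µM single point; Times: reaction 90 min, room temperature; Technique: fluorescence polarization readout.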
DNMT1 inh = inhibitors of human DNMT1 | DNMT1 molecular beacon, Hinp1I cleavage, fluorescence | inhibition (reported as % activation of signal), % at 10 µM | 0.83% of 360,000 active | AID 588458; in the data active = inhibition above about 50%
Target sequence (P26358 504-1616 limits assumed): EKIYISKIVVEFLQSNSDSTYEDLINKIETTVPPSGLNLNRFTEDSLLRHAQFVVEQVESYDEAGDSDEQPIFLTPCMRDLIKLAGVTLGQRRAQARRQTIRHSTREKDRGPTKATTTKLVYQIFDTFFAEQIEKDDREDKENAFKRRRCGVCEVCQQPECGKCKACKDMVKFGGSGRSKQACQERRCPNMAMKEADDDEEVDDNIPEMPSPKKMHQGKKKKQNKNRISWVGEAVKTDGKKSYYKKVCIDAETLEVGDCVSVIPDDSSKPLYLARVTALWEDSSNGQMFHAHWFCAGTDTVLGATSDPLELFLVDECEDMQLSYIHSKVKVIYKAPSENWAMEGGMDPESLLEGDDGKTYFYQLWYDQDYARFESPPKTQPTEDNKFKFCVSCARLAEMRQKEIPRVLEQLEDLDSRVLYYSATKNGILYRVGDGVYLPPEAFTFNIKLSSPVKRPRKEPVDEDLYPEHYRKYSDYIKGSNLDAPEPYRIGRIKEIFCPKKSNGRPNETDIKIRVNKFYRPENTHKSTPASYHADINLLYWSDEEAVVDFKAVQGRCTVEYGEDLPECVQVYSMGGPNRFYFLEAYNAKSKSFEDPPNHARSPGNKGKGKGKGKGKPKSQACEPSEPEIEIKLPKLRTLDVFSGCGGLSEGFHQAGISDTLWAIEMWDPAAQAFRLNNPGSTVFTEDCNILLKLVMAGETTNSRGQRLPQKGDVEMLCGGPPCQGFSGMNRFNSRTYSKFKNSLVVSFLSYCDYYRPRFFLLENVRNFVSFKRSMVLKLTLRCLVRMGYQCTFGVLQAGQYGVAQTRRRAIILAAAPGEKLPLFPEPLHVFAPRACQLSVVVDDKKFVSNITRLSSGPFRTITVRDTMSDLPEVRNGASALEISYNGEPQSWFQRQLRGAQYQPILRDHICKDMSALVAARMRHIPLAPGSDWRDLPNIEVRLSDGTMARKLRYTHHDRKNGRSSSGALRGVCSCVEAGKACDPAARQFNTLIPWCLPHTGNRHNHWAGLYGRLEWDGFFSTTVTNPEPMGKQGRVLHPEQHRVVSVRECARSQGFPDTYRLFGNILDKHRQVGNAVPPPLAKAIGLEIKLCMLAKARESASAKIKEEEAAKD
STEP block = inhibitors of human striatal-enriched phosphatase STEP; P54829; recombinant STEP, OMFP fluorogenic substrate, fluorescence; inhibition, % at 20 µM; 0.25% of 360,000 active; AID 588621;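 active = inhibition at 20 µM, scaled per plate between control wells, above about 37%, limit read from the data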;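 also: 0% = DMSO with enzyme and substrate and 100% = substrate only without enzyme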
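System: STEP (striatal-enriched tyrosine phosphatase) enzyme, cell-free; medium: Bis-Tris pH 6.0 buffer with DTT, detergent; dosing: 20 µM, 1% DMSO; times: reaction 20 min, ambient temperature; detection: fluorescence, 480/540 nm; read-out basis: normalized % inhibition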
MsrA inh = inhibitors of bovine MsrA; purified bovine MsrA, absorbance read-out; inhibition, % at 15.5 µM; 0.75% of 360,000 active; in the data active = inhibition above about 4.5%;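 also: 0% = vehicle wells with enzyme and 100% = reference inhibitor wells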
SUMO1 PPI mod = modulators of human SUMO1-mediated protein-protein interactions. P63165. SUMO1 binding to a labelled peptide, TR-FRET, 1 h. inhibition, % at 20 µM. 0.33% of 360,000 active; in the data active = inhibition above about 37%
LMPTP inh = blocks human LMPTP phosphatase; P24666; recombinant LMPTP-A, OMFP fluorogenic substrate, fluorescence intensity; inhibition, % at 20 µM; 0.22% of 360,000 active; AID 651560;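 active = compounds that cut the enzyme signal by at least half of the control window in the single-dose screen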;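 also: plate controls were DMSO wells with enzyme plus substrate for no effect and substrate without enzyme for full effect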
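Test system – LMPTP-A phosphatase enzyme · Quantity – 0.625 nM LMPTP-A final · Reagent – OMFP substrate, 400 µM final · Dosing – one test concentration per compound, 20 µM, with 3% DMSO overall · Timing – 50 min enzyme reaction at room temperature, protected from light · Detection – fluorescence intensity · Controls – substrate-only low control, DMSO enzyme-plus-substrate high control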
NadD inh = inhibitors of Staphylococcus aureus NadD | 0.78% of 360,000 active | inhibition, % at 20 µM | purified NadD enzyme, colorimetric absorbance read-out; in the data active = inhibition above about 26%; also: some compounds past the cut are filed as inactive
Scp1 inh = inhibitors of human Scp-1 phosphatase. inhibition, % at 20 µM. AID 493091. Q9GZU7. 0.88% of 340,000 active. Recombinant Scp1, phosphopeptide, malachite green phosphate absorbance;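 active = inhibition above about 50% at 20 µM, limit read from the data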;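 also: plate controls were DMSO wells with enzyme for no effect and wells lacking enzyme for full effect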
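Test system: SCP-1 catalytic domain; Buffer or medium: Acidic Tris acetate buffer with magnesium and detergent; Also added: Phosphorylated 17-residue peptide substrate; Compound: single 20 µM dose, 1% DMSO; Schedule: enzyme reaction 45 min at room temperature, colour 5 min, stabilisation 30 min; Signal: Phosphate-binding colour reagent, absorbance read at 630 nm.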
TbMetRS inhib = blocks T. brucei methionyl-tRNA synthetase activity | purified T. brucei MetRS, ATP depletion, Kinase-Glo luminescence | inhibition, % at 11.9 µM | 0.4% of 360,000 active;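 active = inhibition above a per-plate cutoff of the control wells' mean inhibition plus 3 SD, cut at about 5.5% in these data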;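 also: 0% = DMSO wells median and 100% = median of wells with control inhibitor compound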
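Material – parasite MetRS enzyme · Medium – HEPES-MgCl2-KCl buffer plus DTT, spermine, BSA, pyrophosphatase · Reagent – ATP, methionine and E. coli bulk tRNA substrates · Times – 15 min enzyme-compound preincubation, 2 h reaction, 10 min detection, 25 °C · Measured by – luminescence of leftover ATP · Evaluation – percent inhibition relative to median high and low control wells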
Numbers without * were called inactive; i = inactive; . = not tested or not shown.

Every second line gives: Rpn11 block	CSN deneddyl inh	DNMT1 inh	STEP block	MsrA inh	SUMO1 PPI mod	LMPTP inh	NadD inh	Scp1 inh	TbMetRS inhib
> N#Cc1cn(C2OC(CO)C(O)C2O)c2ncnc(N)c12 (stereo not drawn)
  i	-2	0	-3	-0.6	0	-0.5	1	4	0.0
> CCC(=O)c1cn(Cc2ccccc2)c2ccccc12
  i	-1	0	1	0.7	-1	1.5	-4	-11	-0.1
> Oc1ccc2c3c1OC1c4oc5ccccc5c4C[C@@]4(O)[C@@H](C2)N(CC2CC2)CC[C@]314 (stereo partly drawn)
  i	-2	-7	9	1.1	-1	-1.0	-6	-1	-1.3
> O=P1(NCCCl)OCCCN1CCCl (stereo not drawn)
  i	1	1	-2	-1.3	-2	-0.9	2	10	-1.2
> CCCCn1c(=O)c(C=Nc2cccnc2Cl)c(O)n(CCCCl)c1=O
  i	11	1	2	-0.5	0	0.5	0	-4	-0.9
> c1ccc2c(N3CCNCC3)cccc2c1
  i	-2	-3	0	-0.1	1	-2.6	0	-14	-1.0
> O=c1[nH]c(=S)n(C2CC2)c(O)c1C=Nc1cccc(C(F)(F)F)c1
  .	6	-1	5	1.3	-152	0.0	-2	-2	-0.1
> CC(N)Cc1c[nH]c2ccc(O)cc12 (stereo not drawn)
  i	-6	76*	1	-1.1	-1	-1.0	1	-14	-0.2
> Cn1c(O)c(C=Nc2ccc(Br)cc2)c(=O)n(C)c1=O
  i	3	-13	5	0.0	-7	-0.6	-5	-2	0.1
> CC12CN3CC(C)(CN(C1)C3c1ccco1)C2=O (stereo not drawn)
  i	-1	-5	-3	0.2	-1	-2.4	-2	-2	0.2
> COc1cccc(-n2c(=S)[nH]c3ccccc3c2=O)c1
  i	0	0	1	2.3	-1	-0.4	11	-7	-0.7
> Nc1ccc2cc(Br)ccc2c1
  i	1	-35	-2	-0.8	-15	0.1	4	-7	-1.3
> Cn1ncc(Cl)c1C(=O)N1CCC2(CC1)OCCO2
  i	-4	0	-2	1.6	3	-0.6	-1	4	-0.5
> CC1CCC[C@H](O)CCCCCc2cc(O)cc(O)c2C(=O)O1 (stereo partly drawn)
  i	-1	0	-3	1.5	-1	0.1	-7	-11	0.5
> COC(=O)C1=C(c2ccccc2)C[C@@H]2CC[C@H]1N2C(=O)N1CCOCC1
  i	4	3	-1	-0.3	-3	-1.3	-3	-7	-0.4
> O=C1NC(=O)C(Nc2ccc(Cl)c(Cl)c2)C(=O)N1
  i	1	-2	4	2.7	6	2.0	-4	5	0.1
> C(=NC12CN3CN(CN(C3)C1)C2)c1cccs1
  i	0	7	5	2.6	33	-9.7	5	-9	0.2
> CCC(=O)O[C@H]1CC[C@H]2[C@@H]3CCC4=CC(=O)CC[C@]4(C)[C@H]3CC[C@]12C
  i	3	-2	5	1.6	9	2.6	0	-13	-0.1
> CC12CCC3C(CC=C4CC(O)CCC43C)C1CC(=CN1CCOCC1)C2=O (stereo not drawn)
  i	1	2	-1	1.9	2	2.0	1	1	-0.2
> CC(=O)Nc1ccc(S(=O)(=O)N2Cc3ccccc3-n3nncc3C2)cc1
  i	-5	-5	2	-0.7	-2	-1.6	7	.	-0.8
> CC(Cc1ccccc1Sc1ccc(O)cc1)N(C)C (stereo not drawn)
  i	-4	0	-9	.	1	-3.0	-6	-13	-0.8
> COC1=CC2[C@@H]3Cc4ccc(OC)c(O)c4[C@]2(CCN3C)CC1=O (stereo partly drawn)
  i	4	2	-4	-0.8	2	-0.8	0	-2	-1.8
> CCN(CC)CCCN=C(C)c1c(O)n(-c2ccc(C)cc2)c(=O)[nH]c1=O
  i	4	-2	0	0.3	1	-6.0	-4	5	-1.3
> Cc1cccc(-n2c(O)c(C=NCCN3CCNCC3)c(=O)[nH]c2=S)c1
  i	-2	-12	-2	2.4	-5	-7.5	-7	-12	-0.7
> CN1CCN(c2ccc(N)cc2Cl)CC1
  i	-5	-19	0	-0.7	-12	2.1	-1	-3	-0.1
> Cc1ccc2c(c1)C1CN(C)CCC1N2C(=O)COc1ccc(S(=O)(=O)N2CCOCC2)cc1 (stereo not drawn)
  i	6	-5	6	-0.8	-3	0.4	-8	-5	0.0
> CCN(CC)c1ccc(N=Cc2c(O)n(CCc3ccc(OC)c(OC)c3)c(=O)[nH]c2=O)cc1
  .	-2	0	-2	-0.1	-11	3.0	6	6	-1.6
> C=CCn1c(O)c(C(CC)=NCCC2=CCCCC2)c(=O)[nH]c1=O
  i	2	4	-1	-0.7	0	-0.1	3	-9	0.5
> CCN1CCN(C(=O)Cc2coc3ccc4ccccc4c23)CC1
  i	3	-3	-2	0.2	-1	-1.1	-1	0	-0.8
> O=C(c1cc(C(=O)NCc2ccc(Cl)cc2)c(=O)n(Cc2ccc(Cl)cc2)c1)c1cc(F)ccc1O
  i	6	-3	-2	1.6	3	3.3	19	-8	0.0

Profiles, looked up by structure. Values in the order: Rpn11 block	CSN deneddyl inh	DNMT1 inh	STEP block	MsrA inh	SUMO1 PPI mod	LMPTP inh	NadD inh	Scp1 inh	TbMetRS inhib
CC12CCC3C(CC=C4CC(O)CCC43C)C1CC(=CN1CCOCC1)C2=O (stereo not drawn) across the screens: i	1	2	-1	1.9	2	2.0	1	1	-0.2
COC1=CC2[C@@H]3Cc4ccc(OC)c(O)c4[C@]2(CCN3C)CC1=O (stereo partly drawn) across the screens: i	4	2	-4	-0.8	2	-0.8	0	-2	-1.8
Cc1ccc2c(c1)C1CN(C)CCC1N2C(=O)COc1ccc(S(=O)(=O)N2CCOCC2)cc1 (stereo not drawn) across the screens: i	6	-5	6	-0.8	-3	0.4	-8	-5	0.0

Compounds above that contain bromine, in the order listed:
Every second line gives: Rpn11 block	CSN deneddyl inh	DNMT1 inh	STEP block	MsrA inh	SUMO1 PPI mod	LMPTP inh	NadD inh	Scp1 inh	TbMetRS inhib
> Cn1c(O)c(C=Nc2ccc(Br)cc2)c(=O)n(C)c1=O
  i	3	-13	5	0.0	-7	-0.6	-5	-2	0.1
> Nc1ccc2cc(Br)ccc2c1
  i	1	-35	-2	-0.8	-15	0.1	4	-7	-1.3

Next part
Every second line gives: Rpn11 block	CSN deneddyl inh	DNMT1 inh	STEP block	MsrA inh	SUMO1 PPI mod	LMPTP inh	NadD inh	Scp1 inh	TbMetRS inhib
> CCOC(=O)/C(=N\Nc1ccccc1)N1CC1
  i	-10	2	1	1.9	0	-1.7	-2	-5	1.0
> CCOc1ccc(/C=C2/C(=O)NC(=O)N(CCc3ccc(F)cc3)C2=O)cc1
  i	-1	2	0	-0.8	7	-0.7	4	-3	-0.8
> CC(C)c1ccc(-n2c(O)c(C=NCCN3CCNCC3)c(=O)[nH]c2=S)cc1
  i	3	2	2	2.9	-5	-8.4	0	-4	0.3
> O=c1c2ccccc2nc(-c2ccccc2)n1-c1ccccc1O
  i	2	0	-1	0.3	3	-0.8	-5	-8	-0.3
> C=CCNC(=S)N1Cc2ccccc2-n2nncc2C1
  i	7	0	-2	0.5	4	-1.2	-4	.	-0.4
> COC(=O)C1=C(c2cccc(OCc3ccccc3)c2)C[C@@H]2CC[C@H]1N2C(=O)NCc1ccccc1OC
  i	2	-8	2	0.7	2	6.2	2	-3	0.1
> O=C(Cc1ccccc1)Oc1ccc([N+](=O)[O-])cc1
  i	2	-4	2	1.8	-2	-0.5	-1	-10	0.0
> COC(=O)C1=C(c2cccc(OCc3ccccc3)c2)C[C@@H]2CC[C@H]1N2C(=O)NCc1ccc([N+](=O)[O-])cc1
  i	-2	-11	2	0.4	-3	7.2	-4	-24	-0.2
> CN1CCN(Cc2cn3cccnc3n2)CC1
  i	-3	2	-2	-0.9	1	-3.9	9	-5	0.5
> COc1ccc(OC)c(N2C(=O)NC(=O)C3(Cc4cc(C)ccc4N(C)C3)C2=O)c1 (stereo not drawn)
  i	-3	-14	1	-0.4	4	0.6	-1	-15	-0.8
> O=C(c1ccccc1)C1NC1c1ccccc1 (stereo not drawn)
  i	-3	1	0	1.3	5	0.2	-4	-9	0.1
> Cc1ccc(S(=O)(=O)Oc2ccccc2C=C2C(=O)NC(=O)NC2=O)cc1
  i	-2	3	-3	1.4	0	-0.5	6	.	-0.3
> CCc1ccc(N2C(=O)NC(=O)/C(=C/c3cccn3CCOc3ccc(C)cc3)C2=O)cc1
  .	21	18	1	0.4	13	-0.2	18	-10	0.5
> CCN(CC)c1ccccc1
  i	-2	1	0	0.5	-2	-0.5	7	-3	0.2
> COc1cccc(N2C(=O)NC(=O)/C(=C/c3ccc([N+](=O)[O-])s3)C2=O)c1
  i	9	33	3	0.1	47*	8.2	10	12	-0.5

An excerpt from further up, for reference:
Every second line gives: Rpn11 block	CSN deneddyl inh	DNMT1 inh	STEP block	MsrA inh	SUMO1 PPI mod	LMPTP inh	NadD inh	Scp1 inh	TbMetRS inhib
> CCN(CC)c1ccccc1
  i	-2	1	0	0.5	-2	-0.5	7	-3	0.2
> COc1cccc(N2C(=O)NC(=O)/C(=C/c3ccc([N+](=O)[O-])s3)C2=O)c1
  i	9	33	3	0.1	47*	8.2	10	12	-0.5

More results.
Every second line gives: Rpn11 block	CSN deneddyl inh	DNMT1 inh	STEP block	MsrA inh	SUMO1 PPI mod	LMPTP inh	NadD inh	Scp1 inh	TbMetRS inhib
> O=C(Nc1ccccc1)NC1CC2CCC(C1)N2 (stereo not drawn)
  i	3	-4	13	0.1	1	0.2	4	-6	-0.2
> CC1NC(=O)NC(=O)C1Br (stereo not drawn)
  i	0	4	-2	-0.2	3	-4.3	0	-8	-0.2
> Cc1ccc(CN2C3CCCC2CC(NC(=O)Nc2cccc(F)c2)C3)cc1 (stereo not drawn)
  i	4	-1	3	-0.5	-1	0.2	-2	-5	-0.1
> CCOC(=O)C(C)(CC)NC(=O)CSP(=S)(OCC)OCC (stereo not drawn)
  i	-2	2	2	-0.6	0	-0.5	-4	-2	-0.3
> O=C1NC(=O)N(c2ccccc2)C(=O)/C1=C/c1ccc(Sc2ccccc2)o1
  i	7	22	3	.	10	0.9	37*	4	-0.3
> COC(=O)c1c(C)[nH]c(C(=O)C(C)[N+]23CCN(CC2)CC3)c1C (stereo not drawn)
  i	-4	3	4	1.3	1	-2.3	-3	-7	-0.4
> COc1ccc(CCNCc2cccn2C)cc1OC
  i	-3	3	-2	0.9	5	0.5	-5	-6	2.4

These rows are one share of the data, so the mix of outcomes need not match the whole.
